Screens deposited in PubChem by several laboratories.
UHRF1 binding – blocks human UHRF1 binding to methylated DNA | inhibition, % at 4.4 µM | UHRF1 binding to methylated oligo, TR-FRET | 0.75% of 370,000 active | Q96T88; in the data active = inhibition above about 21%;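 note: UHRF1 SRA domain binding a hemimethylated CpG hairpin DNA probe; 0% = median of test compound wells and 100% = reference inhibitor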
Target sequence (Q96T88 whole entry, looked up, the tested form may be a part): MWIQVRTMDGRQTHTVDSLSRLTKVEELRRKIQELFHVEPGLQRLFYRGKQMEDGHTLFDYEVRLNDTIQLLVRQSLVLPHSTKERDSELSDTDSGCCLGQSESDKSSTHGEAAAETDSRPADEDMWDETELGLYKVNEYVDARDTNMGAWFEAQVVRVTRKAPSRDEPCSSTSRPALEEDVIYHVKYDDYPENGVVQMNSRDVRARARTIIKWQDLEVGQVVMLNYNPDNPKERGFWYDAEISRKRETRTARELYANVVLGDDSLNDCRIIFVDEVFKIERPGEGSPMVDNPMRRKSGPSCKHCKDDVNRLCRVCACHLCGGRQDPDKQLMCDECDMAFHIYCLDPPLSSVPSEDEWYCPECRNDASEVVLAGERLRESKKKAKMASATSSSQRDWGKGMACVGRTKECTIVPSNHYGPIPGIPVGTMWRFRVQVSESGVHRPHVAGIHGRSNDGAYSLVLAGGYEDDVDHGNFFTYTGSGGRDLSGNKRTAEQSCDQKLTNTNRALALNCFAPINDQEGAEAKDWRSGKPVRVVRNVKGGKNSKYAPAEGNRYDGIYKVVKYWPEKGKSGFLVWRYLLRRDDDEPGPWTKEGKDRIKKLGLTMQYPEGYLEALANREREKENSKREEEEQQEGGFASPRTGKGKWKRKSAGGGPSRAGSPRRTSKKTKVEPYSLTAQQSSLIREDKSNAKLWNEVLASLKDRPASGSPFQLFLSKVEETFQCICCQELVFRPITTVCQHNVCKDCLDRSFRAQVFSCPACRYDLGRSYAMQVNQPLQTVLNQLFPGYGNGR
PG9 Ab binder – binds the HIV-1 gp120 antibody PG9 | inhibition, % at 6.7 µM | AID 624416 | TR-FRET gp120-PG9 antibody binding | 0.43% of 360,000 active; in the data active = inhibition above about 8.5%
HTRA1 inh – HTRA1 (human) protease inhibition; Q92743; recombinant HTRA1, FP-rhodamine activity-based probe, fluorescence polarization; inhibition, % at 5.96 µM; 0.5% of 340,000 active; AID 504803; in the data active = inhibition above about 36%;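 note: 0% = enzyme with DMSO and 100% = wells lacking enzyme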
rCAG RNA binder – molecules binding r(CAG) RNA repeats | inhibition, % at 3 µM | AID 651821 | r(CAG) RNA repeat, TO-PRO-1 dye displacement fluorescence | 1.3% of 370,000 active;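 active = inhibition above the plate cutoff, the mean of all test compounds on that plate plus 3 SD, cut at about 35% in these data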;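 note: 0% = DMSO alone and 100% = 100 µM mitoxantrone as full dye displacement; higher means more dye released from RNA so lower well fluorescence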
LEDGF integ inh – blocks HIV-1 LEDGF/p75-dependent DNA integration; inhibition, % at 3.7 µM; 0.64% of 370,000 active; TR-FRET IN-LEDGF/p75 DNA integration, Eu/Cy5;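 active = inhibition above the screen-wide mean plus 3 SD, cut at about 13% in these data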;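 note: signal is the Cy5 over europium emission ratio at 671 and 618 nm; 0% = plate median of compound wells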
Rev-erbA mod – modulators of human Rev-erb alpha DNA binding; P20393; AID 1259318; Rev-erbα–FITC-DNA binding, fluorescence polarization, 90 min; 0.79% of 370,000 active; activity, % at 10 µM;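 active = activity above about 14%, limit read from the data; passing the limit was not always enough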;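 note: 0% = DMSO wells with 35 nM protein and 100% = DMSO wells with 750 nM protein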
MBD2 inh – MBD2-methylated oligo binding inhibition; Q9UBB5; TR-FRET, MBD2 binding to methylated oligonucleotide; inhibition, % at 4.4 µM; 0.31% of 370,000 active; AID 686964; in the data active = inhibition above about 13%
TCR-CD3 inh – blocks the human TCR-CD3 interaction | TAMRA-labeled TCR probe fluorescence, biochemical | inhibition, % at 9.4 µM | 0.37% of 360,000 active; in the data active = inhibition above about 19%;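 note: recombinant mutant TCR 2C K166C tagged with TAMRA read by polarization; 0% = receptor in buffer alone and 100% = receptor with positive control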
PRMT1 FP inh – inhibitors of human PRMT1. Q99873. recombinant PRMT1, activity-based probe fluorescence polarization. inhibition, % at 2.79 µM. 1.3% of 370,000 active. AID 652257;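 active = inhibition above about 21% made by adding two undisclosed values, limit read from the data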
mABHD4 FP – ABHD4 (mouse) inhibition, primary FP screen; purified mABHD4, FP-Rh probe fluorescence polarization; inhibition, % at 8.92 µM; 0.54% of 370,000 active; Q8VD66;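 active = inhibition exceeding the mean over every tested compound plus 3 SD, cut at about 30% in these data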;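 note: 0% = plate median of compound wells and 100% = S159A mutant with DMSO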
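Assay system: wild-type mouse ABHD4 protein; compound: single nominal dose of 8.92 µM, 0.89% DMSO final; schedule: 45 min + 60 min at 25 °C; measured by: FP readout, ex 525 nm / em 598 nm; evaluation: % inhibition of FP-Rh probe binding versus controls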
Numbers without * were called inactive; x = no result given. Some of the compounds tested; the hit share may differ from the screen's.

SMILES	UHRF1 binding	PG9 Ab binder	HTRA1 inh	rCAG RNA binder	LEDGF integ inh	Rev-erbA mod	MBD2 inh	TCR-CD3 inh	PRMT1 FP inh	mABHD4 FP
CC(C)(C)c1ccc(O)c(N=Cc2cc3c(cc2[N+](=O)[O-])OCO3)c1	-3.4	-4.2	39.3*	25.3	7.0	0.6	-1.6	16.6	6.9	49.0*
C/C(=N\NC(=O)c1ccncc1)c1cccnc1	-0.9	-2.8	4.5	1.1	2.6	0.8	-2.6	7.0	0.3	4.2
N/C(COc1ccccc1)=N\NS(=O)(=O)c1ccccc1	4.5	2.1	2.0	-1.4	-3.5	-1.5	-2.8	-0.4	2.3	1.6
C=CCN(CC#Cc1ccc(C)cc1)Cc1ccc(OC)cc1OC	1.4	x	x	3.5	-1.0	3.7	0.5	x	-3.1	3.1
CC12COC3(C(=O)Nc4ccccc4)CC1CCC32C (stereo not drawn)	1.4	0.4	-5.1	-5.9	1.8	-2.0	4.2	2.3	0.6	3.4
CCOc1cc(-c2cc(-c3ccc(NC(C)=O)cc3)nc(N)c2C#N)ccc1O	-2.3	2.6	-48.1	20.7	-0.6	-1.0	-3.1	-3.7	-0.1	-34.0
Cc1ccc(-c2nnc(-c3ccc4c(c3)OCO4)o2)cc1	4.3	-0.1	-6.9	-0.4	2.7	-4.8	1.4	0.8	0.5	-0.8
COc1ccc(-n2nnc3c(=O)n(Cc4cc(C)ccc4C)cnc32)cc1	1.1	0.5	-7.0	-1.1	2.7	-1.3	5.2	4.4	2.4	-0.1
O=C(Cn1cnc2c(NCc3ccccc3)ncnc21)NCC1CCCO1 (stereo not drawn)	0.3	0.8	5.8	1.3	-3.0	2.2	6.5	-4.5	0.9	0.5
Cc1cc(Cl)ccc1NNC(=O)c1cccs1	-3.1	-0.6	3.1	-1.0	-1.0	-0.8	-2.3	-3.9	2.9	3.4
O=C(N[C@H](C(=O)N1CCC[C@H]1C(=O)NC1CCCC1)C1CCCCC1)C1CC1	-7.0	0.3	x	-0.1	2.5	3.9	1.0	4.3	-6.5	-4.7
CN(c1ccccc1C(=O)Nc1ccc(S(=O)(=O)N2CCCC2)cc1)S(C)(=O)=O	-0.3	0.7	-1.5	-0.7	-1.7	3.0	-0.1	-9.5	3.2	3.0

Ten consecutive compounds from above:
SMILES	UHRF1 binding	PG9 Ab binder	HTRA1 inh	rCAG RNA binder	LEDGF integ inh	Rev-erbA mod	MBD2 inh	TCR-CD3 inh	PRMT1 FP inh	mABHD4 FP
CC(C)(C)c1ccc(O)c(N=Cc2cc3c(cc2[N+](=O)[O-])OCO3)c1	-3.4	-4.2	39.3*	25.3	7.0	0.6	-1.6	16.6	6.9	49.0*
C/C(=N\NC(=O)c1ccncc1)c1cccnc1	-0.9	-2.8	4.5	1.1	2.6	0.8	-2.6	7.0	0.3	4.2
N/C(COc1ccccc1)=N\NS(=O)(=O)c1ccccc1	4.5	2.1	2.0	-1.4	-3.5	-1.5	-2.8	-0.4	2.3	1.6
C=CCN(CC#Cc1ccc(C)cc1)Cc1ccc(OC)cc1OC	1.4	x	x	3.5	-1.0	3.7	0.5	x	-3.1	3.1
CC12COC3(C(=O)Nc4ccccc4)CC1CCC32C (stereo not drawn)	1.4	0.4	-5.1	-5.9	1.8	-2.0	4.2	2.3	0.6	3.4
CCOc1cc(-c2cc(-c3ccc(NC(C)=O)cc3)nc(N)c2C#N)ccc1O	-2.3	2.6	-48.1	20.7	-0.6	-1.0	-3.1	-3.7	-0.1	-34.0
Cc1ccc(-c2nnc(-c3ccc4c(c3)OCO4)o2)cc1	4.3	-0.1	-6.9	-0.4	2.7	-4.8	1.4	0.8	0.5	-0.8
COc1ccc(-n2nnc3c(=O)n(Cc4cc(C)ccc4C)cnc32)cc1	1.1	0.5	-7.0	-1.1	2.7	-1.3	5.2	4.4	2.4	-0.1
O=C(Cn1cnc2c(NCc3ccccc3)ncnc21)NCC1CCCO1 (stereo not drawn)	0.3	0.8	5.8	1.3	-3.0	2.2	6.5	-4.5	0.9	0.5
Cc1cc(Cl)ccc1NNC(=O)c1cccs1	-3.1	-0.6	3.1	-1.0	-1.0	-0.8	-2.3	-3.9	2.9	3.4

The results go on:
SMILES	UHRF1 binding	PG9 Ab binder	HTRA1 inh	rCAG RNA binder	LEDGF integ inh	Rev-erbA mod	MBD2 inh	TCR-CD3 inh	PRMT1 FP inh	mABHD4 FP
O=S(=O)(Nc1ccc(Cc2ccncc2)cc1)c1cccs1	-1.5	1.1	-2.3	3.2	-3.7	6.7	5.9	6.8	2.6	3.6
O=C(Nc1ccc(F)cc1F)c1ccco1	3.4	-4.8	1.0	1.9	6.5	1.7	3.3	12.9	-0.7	-5.6
COc1cccc(-c2cc(=O)c3cc(NC(C)=O)ccc3[nH]2)c1	-3.6	0.7	-2.3	-1.6	1.8	3.1	9.0	3.3	3.9	7.5
COc1cc(C(=O)OCC(=O)NC2CCCCC2)cc(OC)c1OC	0.4	2.1	3.4	-0.5	5.7	-1.9	5.4	-7.3	0.5	4.6
CC(C)NC(=O)Nc1cccc2c1O[C@H](CN(C)C(=O)NC1CCCCC1)[C@@H](C)CN([C@H](C)CO)C2=O	-0.5	0.1	-2.6	-5.0	2.7	-1.0	0.6	-0.3	1.8	10.0
Cn1nnnc1SCCNCc1cc(Cl)ccc1OCc1ccccc1	1.7	-1.6	-10.5	-7.7	-2.4	-0.4	1.1	8.2	-2.8	-1.4
COc1ccc2cc(C#N)c(Nc3cccc(F)c3)nc2c1	-0.4	1.1	-0.3	-1.4	4.8	54.8*	-4.3	-8.4	-5.5	-6.0
COC(=O)c1c(NC(=O)CN2CCN(C(=O)c3ccco3)CC2)c2cc(C)ccc2n1C	-0.6	-1.4	4.9	0.8	-0.6	-0.3	0.5	-0.4	-0.5	-0.9
C/C=C/c1ccc(OCC(=O)Nc2cc(S(=O)(=O)N3CCOCC3)ccc2N2CCCC2)c(OC)c1	2.0	0.4	-23.2	0.8	-3.1	-1.6	-3.9	-0.8	3.8	0.5
Cc1cc(C(=O)COC(=O)c2ccc(F)cc2)c(C)n1C	-1.6	1.3	0.3	3.7	-2.6	-10.6	2.3	2.5	-3.8	0.3
S=C(Nc1ccccc1)N(CCN1CCOCC1)Cc1cccc(Cl)c1	2.1	2.1	0.5	-0.7	6.6	0.2	-0.4	-6.6	-4.1	-0.2
CN(C)S(=O)(=O)c1ccc(Cl)c(NC(=O)CN2CCNC(=O)C2)c1	-0.6	-0.4	-1.1	3.9	2.3	-1.4	-0.9	1.6	-2.1	5.2
O=C(Cc1cccc2ccccc12)OCn1nnc2ccccc2c1=O	-1.1	0.1	-5.0	2.8	-1.4	-4.8	0.2	2.1	0.0	-9.8
CC(C)[C@H](NC(=O)c1cccc(CN(Cc2ccccc2)C(=O)c2ccccc2)c1)C(=O)O	4.1	2.3	-2.8	8.6	4.4	1.0	7.0	-12.8	7.5	-6.5
CC(C)(C)CC(=O)Nc1ccccc1N1CCN(c2ccc(F)cc2)CC1	-2.1	-1.0	-18.8	-6.1	-5.3	-0.1	2.3	-2.3	3.6	-2.7
O=C(CSC1=NS(=O)(=O)c2cc(F)ccc2N1)Nc1cccc(F)c1	-0.9	-1.9	-6.9	19.9	4.6	-4.0	-2.7	11.4	-0.4	-9.8
Cc1ccc2c(SCC(=O)NCc3ccco3)nc(-c3ccc(F)cc3)nc2c1	9.1	-2.6	-1.1	5.3	1.7	0.9	2.2	3.0	2.7	-2.4
CNc1nnc(CSc2nc(C)cc(C)n2)s1	-1.2	-2.9	5.0	0.4	3.4	1.4	-9.0	4.7	0.4	5.4
O=[N+]([O-])c1ccc(COc2ccc(CN3CCCC3)cc2)cc1	-3.5	0.4	-4.9	4.0	-2.8	-1.2	2.6	3.1	1.7	4.5
CCc1ccc(N2C(=O)CN(Cc3cccs3)C2=S)cc1	1.1	-0.4	-8.2	2.6	-0.8	2.5	-1.2	4.7	-1.2	-2.4
Cc1nn2c3ccccc3nc2n(C)c1=O	64.7*	-0.7	3.1	-4.0	1.4	-6.8	2.0	-6.0	1.5	4.1
C=CCOC(=O)C1=C(C)Nc2nnnn2C1c1cccs1 (stereo not drawn)	1.0	0.0	-0.9	-0.6	-0.9	0.1	-0.1	6.7	-2.4	2.9
Cc1cc(S(=O)(=O)N2CCOCC2)ccc1OCC(=O)Nc1ccc(F)c(Cl)c1	0.7	0.4	5.0	0.2	-0.6	0.8	-0.6	-1.3	1.0	6.8
O=C1NC[C@H](CCCCN2CCN(CCc3ccc(O)cc3)C(=O)C2=O)N(CCc2ccc(O)cc2)C1=O	-0.6	-0.4	x	2.7	0.8	-2.3	0.8	0.3	0.3	4.2

Record cards, as listed above. Screens in order: UHRF1 binding | PG9 Ab binder | HTRA1 inh | rCAG RNA binder | LEDGF integ inh | Rev-erbA mod | MBD2 inh | TCR-CD3 inh | PRMT1 FP inh | mABHD4 FP
Profile of `S=C(Nc1ccccc1)N(CCN1CCOCC1)Cc1cccc(Cl)c1` → 2.1 | 2.1 | 0.5 | -0.7 | 6.6 | 0.2 | -0.4 | -6.6 | -4.1 | -0.2
Profile of `Cc1cc(C(=O)COC(=O)c2ccc(F)cc2)c(C)n1C` → -1.6 | 1.3 | 0.3 | 3.7 | -2.6 | -10.6 | 2.3 | 2.5 | -3.8 | 0.3

More records:
SMILES	UHRF1 binding	PG9 Ab binder	HTRA1 inh	rCAG RNA binder	LEDGF integ inh	Rev-erbA mod	MBD2 inh	TCR-CD3 inh	PRMT1 FP inh	mABHD4 FP
COc1cccc(C(=O)NCCS(=O)(=O)N2CCN(C(=O)c3ccco3)CC2)c1	1.4	0.8	-3.2	-6.3	-3.4	0.6	-4.8	0.4	1.8	-0.1
COCC(=O)N1C[C@H]2CON(C)[C@H]2C[C@H]1c1cccc(-c2ccc(C#N)cc2)c1	-2.7	-1.4	0.9	1.6	0.3	-1.8	1.1	0.7	-0.2	1.5
CN(C(=O)c1ccc(NC(=O)Cc2ccc([N+](=O)[O-])cc2)cc1)C1CCCC1	0.1	-1.1	-7.5	-0.9	-2.9	-4.6	-1.9	0.5	-3.0	-0.6
CC(C)(C)c1ccc(-c2cc(NC(=O)Cc3c[nH]c4ccccc34)ccc2Nc2cccnc2)cc1	1.7	1.1	x	17.4	0.3	-0.9	-1.4	-3.9	4.7	40.7*
FC(F)(F)c1cccc(Oc2cc(C(F)(F)F)nc(-c3ccccn3)n2)c1	-0.2	0.9	0.1	-4.3	0.4	1.0	0.6	1.2	-3.4	3.3
CCOc1ccc(C(=O)CCC(=O)NNC(=O)c2ccncc2)cc1	-0.7	0.3	1.4	5.5	-7.3	7.9	0.6	-6.2	4.6	-1.4
CCOc1ccc(/C=N/N2CCN(Cc3ccccc3)CC2)cc1	0.3	0.3	8.1	-3.9	6.1	-0.1	-5.2	4.8	-6.3	-3.1
O=S(=O)(Nc1ccccc1N1CCCCC1)c1ccc(F)cc1F	0.9	-0.5	-4.4	-4.1	-0.8	5.7	-2.6	6.9	-2.2	-3.0
